RORgamma inh – qHTS for inhibitors of ROR gamma transcriptional activity; Nuclear receptor ROR-gamma (Mus musculus), P51450; Drosophila S2 Gal4-RORgamma UAS-luciferase reporter, 20 h; Potency, µM (top dose mostly 53.6 µM), without a hit: at the highest dose activity change, negative = inhibition, actives largely listed as inhibitors; actives 5.4% (n = 310,000); note: potency is the fitted concentration of half-maximal effect; % is set by controls: 0 for no effect and ±100 for the full control effect; nearly all actives have a fitted effect of over 60% in size
Target sequence (P51450 whole entry, looked up, the tested form may be a part): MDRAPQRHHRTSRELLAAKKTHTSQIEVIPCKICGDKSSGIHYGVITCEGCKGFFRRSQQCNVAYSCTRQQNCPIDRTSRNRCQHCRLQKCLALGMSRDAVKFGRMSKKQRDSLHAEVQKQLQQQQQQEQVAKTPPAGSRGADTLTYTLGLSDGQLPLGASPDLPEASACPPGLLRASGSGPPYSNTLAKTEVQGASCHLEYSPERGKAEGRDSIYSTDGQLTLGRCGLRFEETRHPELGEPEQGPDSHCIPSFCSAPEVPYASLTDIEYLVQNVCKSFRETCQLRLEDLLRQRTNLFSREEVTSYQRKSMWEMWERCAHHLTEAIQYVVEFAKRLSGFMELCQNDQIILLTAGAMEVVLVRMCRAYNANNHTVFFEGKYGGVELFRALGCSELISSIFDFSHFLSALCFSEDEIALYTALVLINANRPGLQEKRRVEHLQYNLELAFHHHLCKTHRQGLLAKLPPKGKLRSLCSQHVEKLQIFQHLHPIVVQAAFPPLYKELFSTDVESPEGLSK
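ROR gamma transcriptional activity was tracked as Gal4-UAS luciferase output in stably transfected Drosophila Schneider cells, with compound added 1 hr before 700 uM copper sulfate induction and a 20 hr ambient-temperature incubation.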
ELG1 genotoxic – qHTS screen for small molecules that induce genotoxicity in human embryonic kidney (HEK293T) cells expressing luciferase-tagged ELG1. HEK293T ELG1-luciferase reporter, luminescence, 16 h. Potency, µM (series often up to 46 µM), inactives show top-dose activity change, positive = activation, most hits filed as activators. actives 1.3% (n = 330,000); note: potency is the fitted concentration of half-maximal effect; % of control where 0% means no effect; nearly all actives have a fitted effect of over 60% in size
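ELG1-luciferase HEK293T cells, 2,000/well; compound pinned in; 16 hr, 37 °C, 5% CO2; ONE-Glo, 30 min RT; luminescence on CCD imager.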
NPC1 prom act – qHTS Assay for NPC1 Promoter Activators. Potency, µM (series often up to 9.22 µM), for inactives: top-dose activation, usual class: activators. Huh7 NPC1 promoter luciferase reporter, 24 h. AID 485313, 2010. actives 2.4% (n = 320,000);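 note: potency is the fitted concentration of half-maximal effect; % of control where 0% means no effect; nearly all actives have a fitted effect of over 60% in size; reporter is driven by a mutant NPC1 promoter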
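NPC1 promoter–luciferase Huh7 cells; 24 h compound; luminescence.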
Giardia killer – Small Molecules that selectively kill Giardia lamblia: qHTS; Giardia lamblia trophozoite viability; activity change, % at 7.66 µM, hits read low; actives 0.15% (n = 340,000); AID 540267, 2011; in the data active = activity change below about -80%; inconclusive = between about -30% and that limit;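 note: parasites exposed to compound for two days anaerobically before the ATP read; % is set by controls: 0 for no effect and ±100 for the full control effect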
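Compounds were tested on trophozoites seeded at 100 cells/well and held 48 hrs at 37 deg C anaerobically. An ATP-based luminescent kit measured the remaining live cells.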
FLuc modulator – qHTS profiling assay for firefly luciferase inhibitor/activator using purifed enzyme and Km concentrations of substrates (counterscreen for miR-21 project). actives 6.9% (n = 360,000). purified FLuc, Km substrates, luminescence inhibition. Luciferin 4-monooxygenase (Photinus pyralis), P08659. Potency, µM (titrated, usually from 57.5 µM), inactives show at the top dose activity change, negative = inhibition, hits mostly inhibitors;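 note: potency is the fitted concentration of half-maximal effect; plate controls were vehicle for no effect and reference inhibitor for full effect; nearly all actives have a fitted effect of over 55% in size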
Target sequence (P08659 whole entry, looked up): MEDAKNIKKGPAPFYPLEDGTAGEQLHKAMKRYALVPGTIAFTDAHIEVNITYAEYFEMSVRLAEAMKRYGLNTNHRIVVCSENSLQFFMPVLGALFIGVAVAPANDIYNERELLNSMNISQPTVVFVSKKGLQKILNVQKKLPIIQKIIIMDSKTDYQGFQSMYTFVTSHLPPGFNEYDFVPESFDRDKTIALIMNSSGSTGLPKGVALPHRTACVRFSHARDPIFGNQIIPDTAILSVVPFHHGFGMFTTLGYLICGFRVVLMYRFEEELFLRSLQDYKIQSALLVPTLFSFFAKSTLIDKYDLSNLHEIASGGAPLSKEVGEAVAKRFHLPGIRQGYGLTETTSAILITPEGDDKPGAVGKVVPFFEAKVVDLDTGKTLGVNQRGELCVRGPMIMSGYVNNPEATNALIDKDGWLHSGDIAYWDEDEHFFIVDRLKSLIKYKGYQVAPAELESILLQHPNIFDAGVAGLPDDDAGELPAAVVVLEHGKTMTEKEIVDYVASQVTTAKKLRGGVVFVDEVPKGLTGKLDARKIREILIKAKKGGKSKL
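Purified P. pyralis luciferase, 10 nM final, with Km-level 10 uM D-luciferin and 10 uM ATP in 50 mM Tris acetate pH 7.5, 10 mM Mg acetate, 0.01% Tween-20, 0.05% BSA; 6-point qHTS titration about 60 µM downward; luminescence read.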
Gal4-VP16 FLuc – VP16 counterscreen qHTS for inhibitors of ROR gamma transcriptional activity | Drosophila S2 Gal4-VP16 UAS-luciferase, luminescence, 20 h | Potency, µM (top dose mostly 53.6 µM), for the others: at the highest dose activity, negative = inhibition, hits mostly inhibitors | actives 3.5% (n = 310,000);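 note: Gal4-VP16 expression switched on by copper sulfate through the metallothionein promoter; potency is the fitted concentration of half-maximal effect; % is set by controls: 0 for no effect and ±100 for the full control effect; nearly all actives have a fitted effect of over 50% in size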
uPA generation – qHTS for Inhibitors of Cell Surface uPA Generation; Potency, µM (top dose mostly 38.3 µM), for inactives: at the top dose activity change, negative = inhibition, most hits filed as inhibitors; actives 0.31% (n = 330,000); cell surface uPA generation assay, qHTS; active = well fitted inhibition curve with a large enough effect; inconclusive = small, poorly fitted or top-dose-only effect; inactive = no such curve, though single readings can be large or run the other way; tested in mouse RAW 264.7 cells; note: potency is the fitted concentration of half-maximal effect; % is set by controls: 0 for no effect and ±100 for the full control effect; nearly all actives have a fitted effect of over 55% in size
Tb PFK block – qHTS Assay to Find Inhibitors of T. brucei phosphofructokinase; actives 0.17% (n = 330,000); T. brucei PFK, ADP-Glo luminescence; Potency, µM (series often up to 57.5 µM), for inactives: at the top dose activity, negative = inhibition, actives largely listed as inhibitors; ATP-dependent 6-phosphofructokinase (Trypanosoma brucei brucei), O15648;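 note: potency is the fitted concentration of half-maximal effect; 0% = uninhibited 1x PFK enzyme wells and -100% = no-enzyme wells; nearly all actives have a fitted effect of over 60% in size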
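ADP-Glo luminescence quantified ADP after 45 min at room temperature, with 1.25 nM T. brucei PFK, 0.1 mM ATP and 0.5 mM fructose-6-phosphate in pH 8.0 TEA buffer. qHTS titrations up to 57 µM; curves classified by quality.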
Rab9 prom act – qHTS Assay for Rab9 Promoter Activators | Potency, µM (highest dose often 9.22 µM), for the others: at the top dose activation, negative = inhibition, actives largely listed as activators | actives 2.8% (n = 320,000) | Huh7 Rab9 promoter-luciferase reporter, luminescence, 24 h; note: potency is the fitted concentration of half-maximal effect; % of control where 0% means no effect; nearly all actives have a fitted effect of over 60% in size
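Luminescence from Amplite-detected luciferase (10 minutes, ambient) reports Rab9 promoter activation. Before that, stable Rab9-luciferase Huh7 cells (1500/well, reduced-serum OP-MEM I plus 10% FBS) were exposed to compound for 24 hours at 37C.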
Coupling enz – qHTS Assay for Inhibitors of Fructose-1,6-bisphosphate Aldolase from Giardia Lamblia: Coupling assay counterscreen; activity change, negative = inhibition, % at 58.2 µM, hits read low; coupling enzyme system counterscreen, AmpLite Red fluorescence; actives 0.67% (n = 290,000); in the data active = activity change below about -30%; note: % is set by controls: 0 for no effect and ±100 for the full control effect
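Coupling enzymes only (glyceraldehyde-3-phosphate) + compound, at 57.5 uM final, 10 min RT; add substrate/coupling/AmpLite Red mix, 20 min RT; fluorescence ex 525/em 598 nm. Actives flag coupling-system interference.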
KCNH2 3.1 inh – qHTS for Inhibitors of KCHN2 3.1: Mutant qHTS; Potassium voltage-gated channel subfamily H member 2, brain isoform KCNH2 3.1 (human); U2OS KCNH2 3.1, thallium flux FluxOr; hits give low values; activity change, % (tested at about 1.8 µM); actives 0.95% (n = 340,000); AID 720553, 2013;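 active = maximum activity change below -70%; inconclusive = maximum activity change from -70% to -50%; inactive = maximum activity change above -50%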;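 note: thallium influx rate constant from kinetic fluorescence after stimulation buffer; % is set by controls: 0 for no effect and ±100 for the full control effect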
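Normalized rate constant (relative to positive and negative DMSO controls) derived from a 2 min kinetic fluorescence read after stimulation; U2OS cells expressing the 3.1 isoform via virus at 1.77 x 10^8 /mL.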
* = called active by the depositor; ? = inconclusive; nt = not tested or not shown; [ ] = dose if it differs, or a comment. Unless noted, calls come from the whole dose curve; as a rule, active = well fitted curve in the direction sought with a large enough effect; inconclusive = small, poorly fitted or top-dose-only effect, or another doubt; inactive = no such curve, though single readings can be large; an effect the other way counts as inactive or inconclusive.

The line under a structure holds: Rab9 prom act	NPC1 prom act	ELG1 genotoxic	Giardia killer	KCNH2 3.1 inh	RORgamma inh	Tb PFK block	FLuc modulator	uPA generation	Gal4-VP16 FLuc	Coupling enz
- CCCCN(Cc1cc2cc(C)ccc2[nH]c1=O)C(=O)c1ccccn1
    -7%	-3%	-1%	0	0	14%	2%	-1%	3%	1%	-5
- COCC(=O)Nc1nc(-c2ccc(C)cc2)c(C)s1
    13%	7%	9%	0	18	?	2%	?	5%	-1%	1
- CN(CC(=O)Nc1ccccc1Cl)CC(=O)Nc1c(F)cccc1F
    -3%	-3%	0%	-1	-16	-3%	-3%	-2%	nt	-14%	0
- COc1cc(Br)cc(/C=C/c2ccc3cccc(O)c3n2)c1O
    6%	7%	13%	-25	1	2.5µM*	-4%	?	8%	3.2µM*	-8
- CCOC(=O)N1CCC(N2CC34C=CC(O3)C(C(=O)Nc3ccc(C)cc3)C4C2=O)CC1 (stereo not given)
    0%	-1%	0%	-8	8	-34%	6%	3%	-1%	?	4
- CCc1ccc(NC(=O)C2=CC(c3ccc(OC)c(OC)c3)=NS(=O)(=O)N2C)cc1
    -16%	-16%	-9%	-1	1	?	2%	-15%	-6%	-25%	-4
- CCOC(=O)c1sc2nc3n(c(=O)c2c1C)CCCCC3
    ?	?	?	11	9	-4%	4%	15µM*	3%	-3%	0
- C=CCNc1nc(C(=O)OCC(=O)Nc2ccc(S(N)(=O)=O)cc2)cs1
    -4%	-1%	-4%	13	0	nt	-19%	-7%	-2%	nt	nt
- Cc1nc(CSc2nnc3scc(-c4ccc(Cl)cc4)n23)cs1
    -3%	-3%	-1%	-2	-3	36%	-11%	2%	-6%	-9%	4
- CCN(C(=O)COC(=O)Cc1c[nH]c2ccccc12)C1CCS(=O)(=O)C1 (stereo not given)
    -2%	-2%	-1%	-22	16	-26%	-10%	3%	3%	-4%	nt
- COc1ccc(N2CCN(C(=O)c3ccc4c(c3)NC(=O)C(CSCc3ccc(C)cc3)N4)CC2)cc1 (stereo not given)
    0%	4%	1%	nt	nt	-2%	-5%	-14%	nt	-11%	-2
- O=C(NCCc1cccs1)c1cccs1
    2.8µM*	2.8µM*	?	10	-9	-25%	-7%	13µM*	-2%	30%[10 µM]	-1
- Cc1csc(NC(=O)c2ccc[nH]c2=O)n1
    3.5µM*	4µM*	16µM*	17	-2	15%[1.91 µM]	4%	17µM*	?	-17%	0
- CCOC(=O)c1c(C)[nH]c(C2=NNC(=NC(C)COC)SC2)c1C (stereo not given)
    1.6µM*	1.6µM*	1%	-26	15	-12%	7%	8.5µM*	-10%	8%[10 µM]	-1
- O=C(NC(Nc1nc2ccccc2s1)(C(F)(F)F)C(F)(F)F)c1ccccc1
    2%	-2%	-1%	4	0	-5%	5%	4%	-7%	1%	0
- N#C/C(=C\C1=C(N2CCOCC2)C(=C\c2ccccc2)/CC1)C(=O)Nc1ccccc1F
    -8%	-4%	-5%	5	-3	32%	0%	-17%	11%	-13%	-5
- COc1ccccc1/C=C/C(=O)N1CCC(c2ccccc2)C1 (stereo not given)
    ?	?	?	-2	-7	-20%	4%	9.5µM*	-3%	0%	1
- O=C(NNC(=S)Nc1ccc(Br)cc1)c1ccccc1Br
    18%	4%	-7%	-5	nt	?	1%	-6%	0%	?	3
- O=C(NCc1ccc(F)cc1)c1noc2c1CCCC2
    0%	1%	10%	-3	9	36%	-5%	-2%	nt	4%	3
- N#CCNC(=O)c1nn2c(C(F)(F)F)cc(-c3ccccc3)nc2c1Br
    2%	1%	16%	-15	4	-14%	1%	1%	-8%	3%	2

Some of the entries so far, with each value named:
SMILES: COc1ccc(N2CCN(C(=O)c3ccc4c(c3)NC(=O)C(CSCc3ccc(C)cc3)N4)CC2)cc1 (stereo not given)
  Rab9 prom act: 0%
  NPC1 prom act: 4%
  ELG1 genotoxic: 1%
  Giardia killer: nt
  KCNH2 3.1 inh: nt
  RORgamma inh: -2%
  Tb PFK block: -5%
  FLuc modulator: -14%
  uPA generation: nt
  Gal4-VP16 FLuc: -11%
  Coupling enz: -2

SMILES: O=C(NCCc1cccs1)c1cccs1
  Rab9 prom act: 2.8µM*
  NPC1 prom act: 2.8µM*
  ELG1 genotoxic: ?
  Giardia killer: 10
  KCNH2 3.1 inh: -9
  RORgamma inh: -25%
  Tb PFK block: -7%
  FLuc modulator: 13µM*
  uPA generation: -2%
  Gal4-VP16 FLuc: 30%[10 µM]
  Coupling enz: -1

Remaining list, next part
The line under a structure holds: Rab9 prom act	NPC1 prom act	ELG1 genotoxic	Giardia killer	KCNH2 3.1 inh	RORgamma inh	Tb PFK block	FLuc modulator	uPA generation	Gal4-VP16 FLuc	Coupling enz
- COc1ccc(S(=O)(=O)N(CCC(N)=O)Cc2ccco2)cc1OC
    1%	-3%	2%	1	-9	2%	-1%	2%	-2%	-6%	2
- Cc1cc(CNC(=O)Cn2cc([N+](=O)[O-])cn2)c2ccccc2n1
    0%	-3%	1%	0	9	4%	-12%	0%	3%	22%	0
- O=C(NC1CC1)C1CCN(C2CCN(C(=O)CSc3ccccc3)CC2)CC1
    -2%	2%	-1%	-3	11	1%	-3%	-3%	-5%	-28%	2
- Cc1ccc(C)c(-n2c(CNC(=O)c3ccco3)nnc2SCC(=O)Nc2nccs2)c1
    -1%	-1%	0%	-14	-21	22%	-4%	0%	0%	-12%	1
- COC(=O)c1sc2ncccc2c1OCc1ccc(Cl)cc1
    5%	-4%	-3%	20	-10	15%	-4%	2%	0%	2%	-2
- CCOC(=O)C1=C(C)Nc2ccccc2N/C1=N\S(=O)(=O)c1cc(C(=O)O)ccc1Cl
    -2%	-7%	-7%	7	-11	nt	1%	0%	-3%	nt	nt
- Cn1c(SCC(=O)N2CCCCC2)nc2c([nH]c3ccccc32)c1=O
    -2%	-4%	-4%	5	13	6%	-1%	-2%	0%	0%	1
- CCN(CC)S(=O)(=O)c1cccc(C(=O)Nc2ccccc2)c1
    -5%	-2%	-9%	4	8	16%	-5%	?	-3%	?	0
- Cc1[nH]n(-c2ccccc2)c(=O)c1N=Nc1cccc(C(=O)O)c1
    1.1µM*	?	?	?	1	?	0%	0.27µM*	-15%	2.8µM*	7
- CSc1ccc(/C=C2\C(=N)N3N=C(CC(=O)N4CCCCC4)SC3=NC2=O)cc1
    -2%	2%	-3%	-22	-26	13%	0%	?	-3%	12%	12
- Fc1ccccc1N=C1Nc2cccc3cccc1c23
    -4%	-1%	16%	-15	-19	-38%	-10%	?	-3%	-12%	-4
- CN(CCOc1ccccc1)CC(=O)Nc1cccc(Br)c1
    -2%	-10%	-3%	-13	12	11%	-9%	-3%	-6%	29%	0
- Cc1cc2oc(C(=O)Nc3nonc3C)c(C)c2cc1C
    4µM*	1.1µM*	10µM*	?	-11	0%	-2%	2.4µM*	-6%	-1%	nt
- COc1ccc(CN2CCNC(=O)C2CC(=O)N(C)CCCN2CCOCC2)cc1C (stereo not given)
    -3%	-2%	3%	-6	-3	-24%	-4%	0%	3%	3%	nt
- COc1ccccc1NC(=S)N1CCN(C(c2ccccc2)c2ccccc2)CC1
    4%	-3%	-9%	7	1	3.5µM*	3%	6%	-24%	20µM*	1
- CCOC(=O)C(C)Oc1cccc2c(=O)n(CC(=O)N3CCCc4ccccc43)ccc12 (stereo not given)
    -4%	-6%	-6%	-8	17	-1%	9%	8%	-2%	-4%	0

A section taken from the entries so far:
The line under a structure holds: Rab9 prom act	NPC1 prom act	ELG1 genotoxic	Giardia killer	KCNH2 3.1 inh	RORgamma inh	Tb PFK block	FLuc modulator	uPA generation	Gal4-VP16 FLuc	Coupling enz
- COc1ccccc1NC(=S)N1CCN(C(c2ccccc2)c2ccccc2)CC1
    4%	-3%	-9%	7	1	3.5µM*	3%	6%	-24%	20µM*	1
- CCOC(=O)C(C)Oc1cccc2c(=O)n(CC(=O)N3CCCc4ccccc43)ccc12 (stereo not given)
    -4%	-6%	-6%	-8	17	-1%	9%	8%	-2%	-4%	0

Bioassay records (PubChem BioAssay)
